TCR act – activators of T cell receptors; 330,000 tested, under 10 active; primary human leukocytes, anti-CD3, IL-2 HTRF, 48 h; Potency, µM (titrated, usually from 9.22 µM), without a hit: at the top dose activation of IL-2 secretion, hits mostly activators; AID 504894; note: % of control where 0% means no effect
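Primary human leukocytes receive a-CD3 beads and test compound and are incubated 48 hr. Secreted IL-2 is then assayed by HTRF, measuring 665nm acceptor emission after 320nm excitation of the europium donor.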
B2AR arrestin – beta2AR (human) beta-arrestin recruitment activity. hit rate 0.02% among 330,000. P07550. beta-arrestin recruitment to beta2AR, cell-based reporter. Potency, µM (series often up to 46.1 µM), without a hit: at the highest dose activation, usual class: activators;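 note: potency is the fitted concentration of half-maximal effect; 0% = DMSO controls and full agonism = EC100 isoproterenol or metaproterenol; nearly all actives have a fitted effect of over 65% in size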
ELG1 DNA repair – inhibitors of ELG1-dependent DNA repair in HEK293T cells; AID 504467; HEK293T ELG1-luciferase reporter, luminescence, 16 h; DNA damage induced by 5-fluorouridine; hit rate 2.3% among 330,000; Potency, µM (titrated, usually from 46.1 µM), for the others: at the top dose activity change, negative = inhibition, actives largely listed as inhibitors; note: potency is the fitted concentration of half-maximal effect; % is set by controls: 0 for no effect and ±100 for the full control effect; nearly all actives have a fitted effect of over 55% in size
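Quantitative HTS, concentration-response format. 2,000 cells/well co-treated with 5-fluorouridine and compound, 16 hr in 5% CO2 at 37 °C; ONE-Glo luminescence read after 30 min.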
MLL CXXC-DNA inh – inhibitors of human MLL CXXC domain-DNA interaction | Q03164 | Potency, µM (series often up to 115 µM), without a hit: at the highest dose activity change, negative = inhibition, usual class: inhibitors | AID 2662 | MLL-CXXC / FITC-HOXA9 DNA fluorescence polarization | hit rate 0.037% among 290,000; active = well fitted inhibition curve with a large enough effect in the polarisation, with a control signal flat, not every such curve was filed as active; inconclusive = small, poorly fitted or top-dose-only effect, or effect the other way, or a change in a side signal; inactive = no such curve, though single readings can be large or run the other way; the % refers to the polarisation; note: potency is the fitted concentration of half-maximal effect
Target sequence (Q03164 whole entry, looked up, the tested form may be a part): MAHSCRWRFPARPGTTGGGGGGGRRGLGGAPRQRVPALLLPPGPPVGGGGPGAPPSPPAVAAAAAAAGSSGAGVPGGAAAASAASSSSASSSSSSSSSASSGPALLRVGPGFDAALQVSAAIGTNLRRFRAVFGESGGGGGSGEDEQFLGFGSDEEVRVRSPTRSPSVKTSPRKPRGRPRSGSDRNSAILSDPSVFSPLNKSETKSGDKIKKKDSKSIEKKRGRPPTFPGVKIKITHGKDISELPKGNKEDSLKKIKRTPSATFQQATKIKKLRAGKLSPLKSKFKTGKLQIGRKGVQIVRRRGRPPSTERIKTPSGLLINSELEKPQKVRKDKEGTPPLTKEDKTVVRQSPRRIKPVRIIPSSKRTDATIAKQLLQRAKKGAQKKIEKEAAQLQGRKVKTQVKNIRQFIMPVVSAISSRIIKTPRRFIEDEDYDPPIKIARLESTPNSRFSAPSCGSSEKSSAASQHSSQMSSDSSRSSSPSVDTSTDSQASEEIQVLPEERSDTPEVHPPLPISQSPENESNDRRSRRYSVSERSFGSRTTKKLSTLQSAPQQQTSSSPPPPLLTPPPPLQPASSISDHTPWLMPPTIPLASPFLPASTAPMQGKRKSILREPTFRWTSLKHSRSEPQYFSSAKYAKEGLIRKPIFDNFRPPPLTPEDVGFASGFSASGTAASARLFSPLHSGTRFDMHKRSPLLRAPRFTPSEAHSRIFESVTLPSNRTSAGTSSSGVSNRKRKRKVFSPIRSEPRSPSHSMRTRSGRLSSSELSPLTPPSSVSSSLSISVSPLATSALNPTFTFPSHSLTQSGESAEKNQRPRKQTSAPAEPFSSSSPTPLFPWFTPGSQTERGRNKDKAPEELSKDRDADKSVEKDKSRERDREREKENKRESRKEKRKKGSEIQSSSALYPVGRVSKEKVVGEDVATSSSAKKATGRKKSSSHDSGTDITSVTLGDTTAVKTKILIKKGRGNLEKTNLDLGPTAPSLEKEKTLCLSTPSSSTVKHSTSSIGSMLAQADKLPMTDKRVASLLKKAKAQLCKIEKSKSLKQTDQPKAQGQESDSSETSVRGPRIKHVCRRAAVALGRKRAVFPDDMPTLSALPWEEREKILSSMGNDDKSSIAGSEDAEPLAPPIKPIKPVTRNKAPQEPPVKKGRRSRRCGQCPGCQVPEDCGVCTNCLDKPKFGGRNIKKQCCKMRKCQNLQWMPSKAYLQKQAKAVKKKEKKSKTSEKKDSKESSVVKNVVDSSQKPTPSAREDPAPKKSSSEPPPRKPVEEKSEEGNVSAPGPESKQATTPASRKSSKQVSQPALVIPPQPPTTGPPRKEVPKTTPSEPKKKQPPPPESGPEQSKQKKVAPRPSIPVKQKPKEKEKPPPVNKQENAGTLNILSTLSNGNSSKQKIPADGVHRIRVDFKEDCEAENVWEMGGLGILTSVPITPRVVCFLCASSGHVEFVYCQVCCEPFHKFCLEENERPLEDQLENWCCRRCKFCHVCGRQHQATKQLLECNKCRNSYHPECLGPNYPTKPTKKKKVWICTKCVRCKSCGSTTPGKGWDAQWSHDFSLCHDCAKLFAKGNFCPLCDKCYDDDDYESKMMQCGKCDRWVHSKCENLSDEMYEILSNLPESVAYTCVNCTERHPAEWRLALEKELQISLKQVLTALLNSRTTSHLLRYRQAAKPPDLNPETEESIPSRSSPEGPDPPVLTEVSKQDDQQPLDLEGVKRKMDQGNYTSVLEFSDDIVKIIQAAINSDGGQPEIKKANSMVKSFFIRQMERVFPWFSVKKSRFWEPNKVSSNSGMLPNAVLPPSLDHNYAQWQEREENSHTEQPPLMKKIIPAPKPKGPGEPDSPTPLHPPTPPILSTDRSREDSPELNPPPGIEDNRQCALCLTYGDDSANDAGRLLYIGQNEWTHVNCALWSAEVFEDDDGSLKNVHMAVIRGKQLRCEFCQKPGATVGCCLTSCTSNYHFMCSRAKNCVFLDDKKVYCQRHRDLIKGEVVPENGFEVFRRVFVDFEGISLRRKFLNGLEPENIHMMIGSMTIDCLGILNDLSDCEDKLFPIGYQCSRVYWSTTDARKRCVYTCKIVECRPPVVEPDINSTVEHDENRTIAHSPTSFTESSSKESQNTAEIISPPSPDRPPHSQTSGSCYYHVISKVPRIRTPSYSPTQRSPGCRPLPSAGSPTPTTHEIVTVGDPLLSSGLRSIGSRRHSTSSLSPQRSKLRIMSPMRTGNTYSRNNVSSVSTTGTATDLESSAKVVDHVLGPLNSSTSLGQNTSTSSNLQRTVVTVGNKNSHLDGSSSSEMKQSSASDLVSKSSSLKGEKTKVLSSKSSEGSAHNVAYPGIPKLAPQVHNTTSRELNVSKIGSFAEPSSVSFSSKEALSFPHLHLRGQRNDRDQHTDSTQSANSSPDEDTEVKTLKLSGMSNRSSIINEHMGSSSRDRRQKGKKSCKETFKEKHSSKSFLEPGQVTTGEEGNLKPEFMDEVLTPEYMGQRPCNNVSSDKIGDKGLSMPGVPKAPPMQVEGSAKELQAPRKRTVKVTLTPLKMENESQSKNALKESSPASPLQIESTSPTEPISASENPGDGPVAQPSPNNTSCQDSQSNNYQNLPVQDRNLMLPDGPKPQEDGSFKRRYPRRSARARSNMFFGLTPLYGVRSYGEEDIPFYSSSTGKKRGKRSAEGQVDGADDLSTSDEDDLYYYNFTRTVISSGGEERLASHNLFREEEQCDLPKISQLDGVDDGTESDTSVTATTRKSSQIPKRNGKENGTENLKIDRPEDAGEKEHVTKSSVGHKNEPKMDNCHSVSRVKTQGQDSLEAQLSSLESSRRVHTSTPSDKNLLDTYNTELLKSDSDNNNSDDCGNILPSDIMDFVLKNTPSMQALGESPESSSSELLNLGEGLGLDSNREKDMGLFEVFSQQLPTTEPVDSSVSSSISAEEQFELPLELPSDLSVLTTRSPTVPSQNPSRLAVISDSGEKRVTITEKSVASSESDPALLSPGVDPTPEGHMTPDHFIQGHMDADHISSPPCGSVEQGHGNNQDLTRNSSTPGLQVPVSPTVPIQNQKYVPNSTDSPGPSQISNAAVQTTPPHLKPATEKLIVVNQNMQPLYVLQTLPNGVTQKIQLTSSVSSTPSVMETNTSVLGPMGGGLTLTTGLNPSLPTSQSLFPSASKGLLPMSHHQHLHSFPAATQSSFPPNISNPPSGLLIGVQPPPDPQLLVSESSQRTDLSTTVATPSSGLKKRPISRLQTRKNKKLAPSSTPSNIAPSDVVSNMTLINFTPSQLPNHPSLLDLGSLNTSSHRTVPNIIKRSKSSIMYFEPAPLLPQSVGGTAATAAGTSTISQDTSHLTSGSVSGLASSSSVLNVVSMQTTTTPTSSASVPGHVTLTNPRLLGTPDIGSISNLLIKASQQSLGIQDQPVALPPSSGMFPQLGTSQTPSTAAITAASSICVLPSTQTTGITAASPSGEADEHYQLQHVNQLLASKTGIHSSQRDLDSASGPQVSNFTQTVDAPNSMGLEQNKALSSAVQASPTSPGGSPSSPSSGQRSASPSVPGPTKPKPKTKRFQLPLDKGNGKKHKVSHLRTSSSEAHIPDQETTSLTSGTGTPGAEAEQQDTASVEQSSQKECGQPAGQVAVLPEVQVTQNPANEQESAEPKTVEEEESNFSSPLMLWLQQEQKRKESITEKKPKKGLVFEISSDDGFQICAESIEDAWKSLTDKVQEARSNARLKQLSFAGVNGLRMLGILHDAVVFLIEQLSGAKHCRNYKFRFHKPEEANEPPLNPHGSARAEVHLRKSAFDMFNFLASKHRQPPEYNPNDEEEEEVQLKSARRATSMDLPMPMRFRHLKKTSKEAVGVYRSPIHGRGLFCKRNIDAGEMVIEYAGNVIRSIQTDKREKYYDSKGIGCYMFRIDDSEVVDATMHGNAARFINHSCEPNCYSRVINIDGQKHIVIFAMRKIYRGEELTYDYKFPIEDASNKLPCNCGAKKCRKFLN
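Purified MLL-CXXC (added from a 7 uM solution) was preincubated 5 min at ambient with pinned compounds in 50 mM Tris-HCl pH 7.5, 50 mM NaCl, 1 mM DTT, 0.05% BSA. Fluorescein-labeled HOX-A9 DNA (50 nM solution) followed, 30 min, then polarization read.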
TRPV1 ag – agonists of human vanilloid receptor 1 (TRPV1) | Q8NER1 | TRPV1-expressing cells, Fluo-8 calcium influx, agonist mode | activation, % at 8.33 µM | hit rate 0.19% among 320,000; in the data active = activation above about 80%; inconclusive = between about 30% and that limit; note: 0% is about no effect
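Fluo-8 calcium influx in TRPV1-expressing cells, kinetic read (ex 480/em 520 nm). Compound added and read 3 min for agonist activity, followed by capsaicin at EC20 final and 2 min further read for enhancement.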
p53 reactivation – mutant p53 re-activation in reporter cells | H1299 p53-A138V BP100-luciferase reporter, luminescence, 24 h | Potency, µM (doses to about 92.2 µM), for the others: top-dose activity change, positive = activation, hits mostly activators | hit rate 0.063% among 320,000 | AID 504706; note: potency is the fitted concentration of half-maximal effect; % of control where 0% means no effect; nearly all actives have a fitted effect of over 45% in size
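p53-null H1299 cells stably carrying temperature-sensitive p53-A138V and a BP100-luciferase reporter were pinned with compounds (4-point, 1:5 series) and held 24 hrs at 37 deg C. Luminescence was read 10 min after detection reagent.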
BRCA1 expr up – activators of BRCA1 expression. Potency, µM (titrated, usually from 46.1 µM), without a hit: top-dose activation, actives largely listed as activators. hit rate 1.1% among 380,000. MCF7-BRCA1-FFLuc reporter, luminescence, 48 h; response scale: scaled: vehicle 0%, 10 µM genistein 100%; note: potency is the fitted concentration of half-maximal effect; nearly all actives have a fitted effect of over 80% in size; some results filed as inactive show a strong effect at the top dose
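First, MCF7-BRCA1-FFLuc cells (2000/well) attach for 2 h; next, compounds are pin-added and incubated 48 h at 37 °C; finally, luciferase reagent is added and luminescence read after 15 min.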
AT treatment – potential ataxia-telangiectasia treatment | AID 485349 | hit rate 0.19% among 320,000 | Potency, µM (top dose mostly 57.5 µM), for inactives: at the highest dose activation, actives largely listed as activators | […] A-T fibroblasts, KAP-1 phosphorylation AlphaLISA; neocarzinostatin DNA damage 30 min before lysis; note: potency is the fitted concentration of half-maximal effect; % of control where 0% means no effect; nearly all actives have a fitted effect of over 45% in size
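ATM-like activity read as KAP-1 phosphorylation via AlphaLISA donor/acceptor antibody pairs after lysis and 6 hr at 25C. Cells were ATM-null patient fibroblasts ([…], hTERT), dosed 60 min, then exposed to the DSB inducer NCS for 30 min.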
TSG101-PTAP inh – blocks PTAP/TSG101 interaction to inhibit HIV-1 budding; Q99816; Fluorescence polarization, FITC-PTAP peptide / Tsg101 binding; 340,000 tested, under 10 active; Potency, µM (doses to about 115 µM), without a hit: at the highest dose activity change, negative = inhibition, usual class: inhibitors; active = well fitted inhibition curve with a large enough effect in the main read-out, with a control signal flat, not every such curve was filed as active; inconclusive = small, poorly fitted or top-dose-only effect, or effect the other way, or a change in a side signal; inactive = no such curve, though single readings can be large or run the other way; note: potency is the fitted concentration of half-maximal effect; % of control where 0% means no effect
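Compounds were pin-transferred onto Tsg101 binding domain (10 uM final) in HEPES pH 7.5 buffer, then FITC-PTAP peptide was added at 50 nM final. After 20 min at RT, polarization reported peptide displacement across a qHTS concentration series.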
Integrin act MD – activators of alpha7 integrin expression for muscular dystrophy; hit rate 0.064% among 350,000; alpha7betagal myoblasts, beta-gal FDG fluorescence, 48 h; Potency, µM (highest dose often 38.3 µM), inactives show at the highest dose activation, actives largely listed as activators;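 note: potency is the fitted concentration of half-maximal effect; 100% = response of the positive control SU9516; nearly all actives have a fitted effect of over 60% in size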
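Alpha7betagal+/- myoblasts (passage 13) were plated 16-24 hr, then exposed to compounds (1:260 dilution of DMSO stock) for 48 hours at 37C. After MPER lysis, β-galactosidase reporter activity was read as FDG fluorescence (ex 480/em 540) after 30 minutes.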
An asterisk follows results filed as active; ? = inconclusive; / = not tested or not shown; [ ] = remark or other dose. Unless noted, calls come from the whole dose curve; as a rule, active = well fitted curve in the direction sought with a large enough effect; inconclusive = small, poorly fitted or top-dose-only effect, or another doubt; inactive = no such curve, though single readings can be large; an effect the other way counts as inactive or inconclusive.

SMILES	TCR act	B2AR arrestin	ELG1 DNA repair	MLL CXXC-DNA inh	TRPV1 ag	p53 reactivation	BRCA1 expr up	AT treatment	TSG101-PTAP inh	Integrin act MD
COc1ccc(NC(=S)c2ccc3ccccc3n2)cc1	0%	?	?	-13%	7	?	64%	18%	0%	-17%
Cc1ccc(C)c(N(CC(=O)NCCC2=CCCCC2)S(C)(=O)=O)c1	-27%	0.9%	-14%	0%	13	0%	1%	0%	-4%	12%
O=C1N(Cc2cccc(Cl)c2)C[C@@H]2C[C@@H](c3ccccn3)N3CCC[C@@]123	8%	0.0%	4%	1%	4	-2%	-20%	1%	-7%	-12%
Cc1cccc(Oc2ccccc2NC(=O)CN2C(=O)NC3(CCCC3)C2=O)c1	0%	-0.2%	16%	/	14	1%	-12%	2%	-7%	2%
O=C(Nc1ccc2c(c1)OCO2)c1cccc(S(=O)(=O)N2CCOCC2)c1	-2%	/	/	/	/	/	4%	/	-8%	28%
COc1ccc(-n2c(SCC(=O)NCC3CCCO3)nc3c([nH]c4ccccc43)c2=O)cc1OC (configuration not stated)	0%	0.4%	-23%	-1%	0	-7%	-35%	1%	-5%	-25%
COc1ccc(OC)c(NC(=O)COc2ccc(Br)cc2)c1	-1%	-0.7%	0%	6%	4	/	-4%	1%	-1%	6%
CSc1ccc(Cn2nnc(C(=O)NCCc3ccc(Cl)cc3)c2N)cc1	4%	-1.2%	4%	-2%	1	1%	7%	-9%	-2%	?
CSCC[C@H](NC(=O)c1cccs1)c1nnc2ccccn12	-1%	0.0%	3%	8%	2	-4%	-18%	-2%	1%	-19%
COc1cccc(N2CCN(C3CC(=O)N(c4ccc(C)c(Cl)c4)C3=O)CC2)c1 (configuration not stated)	2%	0.1%	1%	-11%	5	-1%	7%	-2%	-1%	-21%
CC(C)(C)NC(=O)NC(=O)COC(=O)CCC1CCCCC1	-1%	0.1%	-1%	13%	27	0%	-27%	?	-9%	-8%
S=C(Nc1ccccc1)N1CCCCCC1	-1%	-0.3%	?	4%	-4	3%	0%	-3%	-4%	-31%
Cc1cc(NCc2cccnc2)nc(N)n1	5%	-0.2%	12%	4%	1	-5%	6%	-4%	-12%	-17%
COc1ccc(-c2csc(/C(C#N)=C/Nc3cc4oc5ccccc5c4cc3OC)n2)cc1	1%	0.1%	24%	?	4	-5%	-9%	3%	-1%	-2%
CCCOc1ccc(/C(O)=C2/C(=O)C(=O)N(CCCn3ccnc3)C2c2cccs2)cc1 (configuration not stated)	4%	0.5%	?	3%	-2	28%	4%	3%	-2%	24%
CC(=O)C1=C(O)C(=O)N(c2cccc(C(=O)O)c2)C1c1ccccc1F (configuration not stated)	-2%[46.1 µM]	-1.2%	17%	-1%	0	12%	35%	2%	-3%	16%
CC(C)C(C(=O)NC1CCCCC1)N(CC1CCCO1)C(=O)CNS(=O)(=O)c1ccc(F)cc1 (configuration not stated)	-2%	0.0%	0%	-4%	-4	-30%	-9%	3%	-4%	-13%
COc1cc(NC(=S)NC2CC2)c(OC)cc1Cl	1%[46.1 µM]	-1.0%	?	0%	6	-19%	-4%	0%	1%	6%
CO/N=C(/COc1ccc(F)cc1)c1ccc(OC)cc1	3%	0.2%	1%	13%	-3	15%	-5%	9%	0%	-5%
Cc1ccc(/C=N/N2CCN(c3ccccn3)CC2)o1	3%	-0.4%	?	4%	6	9%	10µM*	-8%	-1%	-6%

Full records, looked up by structure. Screens in order: TCR act, B2AR arrestin, ELG1 DNA repair, MLL CXXC-DNA inh, TRPV1 ag, p53 reactivation, BRCA1 expr up, AT treatment, TSG101-PTAP inh, Integrin act MD
Shown for COc1ccc(NC(=S)c2ccc3ccccc3n2)cc1 : 0%, ?, ?, -13%, 7, ?, 64%, 18%, 0%, -17%
Shown for Cc1ccc(/C=N/N2CCN(c3ccccn3)CC2)o1 : 3%, -0.4%, ?, 4%, 6, 9%, 10µM*, -8%, -1%, -6%
Shown for CSCC[C@H](NC(=O)c1cccs1)c1nnc2ccccn12 : -1%, 0.0%, 3%, 8%, 2, -4%, -18%, -2%, 1%, -19%
Shown for COc1ccc(-c2csc(/C(C#N)=C/Nc3cc4oc5ccccc5c4cc3OC)n2)cc1 : 1%, 0.1%, 24%, ?, 4, -5%, -9%, 3%, -1%, -2%
Shown for COc1cc(NC(=S)NC2CC2)c(OC)cc1Cl : 1%[46.1 µM], -1.0%, ?, 0%, 6, -19%, -4%, 0%, 1%, 6%

(continued)
SMILES	TCR act	B2AR arrestin	ELG1 DNA repair	MLL CXXC-DNA inh	TRPV1 ag	p53 reactivation	BRCA1 expr up	AT treatment	TSG101-PTAP inh	Integrin act MD
COC(CNC(=O)c1cccc(-n2c(=S)[nH]c3cc(Cl)ccc3c2=O)c1)OC	7%	0.0%	1%	-2%	3	-1%	-14%	4%	1%	-17%
O=C(COC(=O)CCC1CCCC1)Nc1cc(S(=O)(=O)N2CCOCC2)ccc1Cl	-10%	-0.4%	2%	/	4	5%	17%	4%	-4%	-12%
Cn1c(=O)c2c(ncn2CC(=O)N2CCN(c3ccccc3F)CC2)n(C)c1=O	/	0.2%	?	-2%	5	-5%	-13%	-4%	-3%	10%
CCCCN(CC)c1nc(N)c2c(N)nc(OCC)cc2c1C#N	2%	2.6%	?	1%	12	-6%	-21%	3%	-11%	7%
C#Cc1ccc([C@@H]2C=C(C(=O)NCc3ccccc3)O[C@H](OCCCCO)C2)cc1	5%	/	/	/	/	/	-13%	/	10%	0%
COc1cccc(/C=N/NC(=O)C[n+]2ccccc2)c1OC	7%[46.1 µM]	-3.0%	20%	13%	-3	10%	10%	1%	1%	15%
COc1ccc(OC)c(CN2CCCC(C(=O)N3CCCCC3)C2)c1 (configuration not stated)	/	-0.7%	-20%	-9%	0	2%	-5%	6%	-4%	-23%[7.66 µM]
Cc1ccc(C(=O)NC(=S)Nc2ccc(N3CCOCC3)cc2)cc1C	7%	-0.5%	10µM*	-5%	-4	-3%	-7%	-3%	2%	-12%
COC(=O)c1cc(S(=O)(=O)N2CCN(C3CCCCC3)CC2)c[nH]1	-7%	0.1%	7%	-3%	1	18%	-13%	0%	-8%	-9%
O=C(CS(=O)CC(=O)N(CC(=O)NC1CCCC1)C1CCCCC1)Nc1ccc(F)cc1 (configuration not stated)	/	-0.9%	-17%	1%	0	-14%	1%	-5%	/	2%
Cc1c(C(=O)N2CCN(S(C)(=O)=O)CC2)oc2ccccc12	0%	0.0%	12%	0%	-10	10%	34%	/	-6%	-6%
C/C(=N\NC(=O)c1cc(-c2ccc(O)cc2)nc2ccccc12)c1cccnc1	1%	-0.9%	14%	14%	1	-11%	11%	7%	0%	-3%
COc1ccc(/C=C/C(=O)c2ccccc2)c(OC)c1	-1%	0.0%	?	6%	20	8%	55%	29%	1%	-33%
CCOC(=O)C1CCN(C(c2ccccn2)c2c(C)[nH]c3ccccc23)CC1 (configuration not stated)	-3%	-0.1%	-2%	-5%	?	2%	-24%	-4%	-5%	-51%[inhibitor]
Cc1ccc(C(=O)N2CCN(Cc3ccc4c(c3)OCO4)CC2)cc1S(=O)(=O)N1CCOCC1	3%	-1.0%	-6%	-10%	10	-2%	-15%	-10%	-1%	-18%
CNC(=O)c1cccc(NC(=O)C(C)c2ccc3cc(OC)ccc3c2)c1 (configuration not stated)	-2%	-0.7%	0%	-1%	?	-8%	-49%	2%	-5%	-7%
COc1ccc(C2c3cc(OC)c(OC)cc3CCN2C(=O)c2ccccc2)cc1OC (configuration not stated)	-4%	-0.2%	6.5µM*	3%	6	-3%	-17%	1%	-4%	-30%
OCCN1CCN(CC/C=C2/c3ccccc3CSc3ccccc32)CC1	-1%	/	/	/	/	/	-20%	/	-3%	-48%[inhibitor]
O=C1N(Cc2ccc3c(c2)OCO3)c2ccccc2C1(O)c1c[nH]c2ccccc12 (configuration not stated)	-3%	0.5%	-8%	8%	-2	-7%	-12%	1%	-12%	-33%
COC(=O)[C@H](Cc1ccccc1)NC(=O)Cn1cnc2c(NCc3ccccc3)ncnc21	4%[46.1 µM]	-0.5%	2%	/	/	-2%	2%	6%	-5%	17%
c1ccc(-n2ncc3c(N4CCN(c5ccccn5)CC4)nc(N4CCOCC4)nc32)cc1	/	-0.2%	-16%	6%	11	?	/	-4%	/	/
NC(=O)c1c(NC(=O)C2CCCO2)sc2c1CCC2 (configuration not stated)	/	-0.7%	-2%	-2%	1	2%	38%	12%	-9%	-3%[7.66 µM]
O=C(NCc1cccnc1)C1CC(c2ccc(F)cc2)=NO1 (configuration not stated)	/	0.2%	11%	0%	0	13%	-2%	-2%	-2%	-23%[7.66 µM]
CC(C)/C=C1\CCCCC1N(C)C(=O)NC(C)C (configuration not stated)	-4%	-0.1%	1%	1%	26	-3%	3%	0%	-1%	15%
CSCCC(NC(=O)c1cc(C)oc1C)C(=O)O (configuration not stated)	5%	-0.1%	8%	10%	0	-1%	-4%[1.84 µM]	-2%	-5%	-16%
Cc1nn(C)cc1/C=N/NC(=O)CSc1ccccn1	7%	-0.7%	-1%	7%	-2	4%	0%	5%	-4%	-10%
